Assay outcomes from PubChem.
NR2E3 ag-1: NR2E3 agonists in two-hybrid cells, primary screen, cell-based, luminescence, CHO-S, Gal4-NCOR/VP16-NR2E3. AID 602229, 2012. inhibition of corepressor binding, % at 3.98 µM. 0.35% of 360,000 active. luciferase;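 active means inhibition above the mean of all tested compounds plus 3 SD, cut at about 70% in these data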;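 further: 0% = DMSO with NR2E3 transfected cells and 100% = cells lacking NR2E3 construct; higher means lower luciferase signal from less NR2E3 corepressor binding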
Target sequence (Q9Y5X4 whole entry, looked up, the tested form may be a part): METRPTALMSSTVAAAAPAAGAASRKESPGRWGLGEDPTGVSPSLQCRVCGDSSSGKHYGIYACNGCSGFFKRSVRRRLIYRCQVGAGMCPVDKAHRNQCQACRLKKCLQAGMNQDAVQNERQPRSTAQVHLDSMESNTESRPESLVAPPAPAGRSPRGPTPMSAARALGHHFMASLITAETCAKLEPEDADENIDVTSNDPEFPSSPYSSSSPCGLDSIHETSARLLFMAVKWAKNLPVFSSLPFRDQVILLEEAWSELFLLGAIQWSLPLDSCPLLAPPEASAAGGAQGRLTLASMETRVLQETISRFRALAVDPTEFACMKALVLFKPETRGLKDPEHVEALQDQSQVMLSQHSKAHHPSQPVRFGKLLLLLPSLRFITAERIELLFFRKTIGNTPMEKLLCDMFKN
NR2E3 ag-2: inhibitors of NR2E3-RetCOR corepressor binding, primary screen, NR2E3 agonist project, biochemical, TR-FRET, GST-NR2E3, biotin-RetCOR. Photoreceptor-specific nuclear receptor (Homo sapiens), Q9Y5X4. 1536-well. inhibition of corepressor binding, % at 4.78 µM. 0.12% of 320,000 active. AID 2300, 2010;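 active means percent inhibition above the cutoff of mean plus 3 SD of all tested compounds, set per screening campaign, cut at about 20% in these data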;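 further: 0% = DMSO wells and 100% = biotin wells as full block of FRET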
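Material: NR2E3–RetCOR corepressor complex / Incubation: Compound–protein incubation for 5 h at 4 °C / Dosing: compound at 4.8 µM, single dose / Detection: time-resolved FRET / Benchmarks: high control biotin, low control 0.6% DMSO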
Shn3 inh set2: reduction of Shn3 3'UTR firefly luciferase signal, primary screen, Schnurri-3 inhibitor project, cell-based, Clone20 osteoblasts, set 2; Clone20 osteoblast Shn3 3'UTR firefly luciferase, 24 h; inhibition, % at 12.5 µM; 0.52% of 360,000 active; AID 588674, 2011;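 active means mean inhibition of at least 75% with every replicate also reaching 75%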;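 further: 0% = median of neutral control wells and 100% = pilot-screen positive control compound; some compounds past the cut are filed as inactive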
HIF-2a block: HIF-2a reporter inhibitors, primary screen, luminescence, 786-0 RCC cells | 786-0 RCC cells HIF-2a reporter, luciferase luminescence, overnight | inhibition, % at 18.8 µM | 0.72% of 360,000 active;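 active means inhibition of the luminescence signal of 40% or more relative to plate controls, in a single-dose primary screen at 18.75 µM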
TRAIL sens C8: viability loss with TRAIL in NB7+C8 cells, primary screen, TRAIL sensitizer project, cell-based, ATPlite luminescence. inhibition (viability loss, TRAIL sensitization), % at 10 µM. 1% of 360,000 active. AID 624354, 2012;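 active means compounds causing at least 50% loss of cell viability in the single-dose screen, relative to plate controls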
TROY signal inh: inhibitors of TROY-driven NF-kB signaling, primary screen, Q293 LMP1-TROYcd cells, NF-kB luciferase, uHTS; Q293 LMP1-TROYcd NF-kB luciferase reporter, 4 h; inhibition, % at 10 µM; 0.98% of 360,000 active;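 active means compounds whose plate-normalised and pattern-corrected inhibition of the luciferase reporter signal at the single screening dose is 50% or more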
TRPM1 prom inh: inhibitors of MITF-dependent TRPM1 promoter reporter, primary screen, cell-based, SK-MEL-5, single point, luciferase; SK-MEL-5 TRPM1 promoter luciferase, 24 h; AID 488899, 2010; 0.83% of 330,000 active; inhibition, % at 12.5 µM;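 active means mean inhibition across replicates of 60% or more, whatever share of single replicates reaches that level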; further: values of inactives mirror those of a sister screen read the other way
TWEAK Fn14 block: inhibitors of TWEAK-Fn14 signaling, primary screen, luciferase reporter cells, uHTS | TWEAK-stimulated Fn14 reporter cells, luciferase luminescence, 8 h | inhibition, % at 10 µM | 2% of 360,000 active; in the data active means inhibition above about 50%
CF NFkB block: inhibitors of PAF-induced NF-kB signaling, primary screen, cell-based, GFP fluorescence, uHTS; KKLEB NF-kB-GFP reporter, GFP fluorescence overnight; inhibition, % at 5 µM; 0.86% of 360,000 active;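 active means at least 50% inhibition at 5 µM, scaled per plate between neutral and stimulator controls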;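 further: PAF is a Pseudomonas aeruginosa culture filtrate used as stimulus; plate controls were PAF-stimulated DMSO wells for no effect and unstimulated DMSO wells for full effect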
KKLEB cytotox: cytotoxicity in KKLEB CF airway cells, primary screen, cytotoxicity control for CF NF-kB inhibitor project, cell-based, uHTS, fluorescence assay plates | KKLEB CF airway cells viability, ATPlite luminescence, overnight; hits give low values; cells stimulated with P. aeruginosa culture filtrate | activity change (cytotoxicity), % at 5 µM | 0.36% of 360,000 active | AID 602141, 2011;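 active means corrected activity change at or below -50% at 5 µM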
Peg3 promoter: Peg3 promoter-driven luciferase inhibitors, primary screen, cell-based, HeLa, luciferase luminescence | HeLa PEG-Prom luciferase reporter, overnight | inhibition, % at 20 µM | 1.7% of 360,000 active;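 active means inhibition of at least 50% at 20 µM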
The depositor's hits bear a star; nt = no result given. The list is partial (hit frequency here may not be typical).

Start of the data: the first six entries as a preview:
[1] O=C(Nc1ccccc1Cl)NN1CCCCCC1
[2] COc1ccc(-c2coc3cc(OC(=O)N4CCOCC4)ccc3c2=O)cc1
[3] COc1ccc(N2C(=O)CSC2c2ccc(F)cc2)cc1 (stereo unspecified)
[4] COc1cccc(OC)c1C(=O)Nc1ccc(N2CCN(C(=O)c3cccs3)CC2)cc1
[5] COc1cc(CC(=O)NCCCc2ccccc2)cc(OC)c1OC
[6] COCCNC(=O)COc1ccc(C)cc1C
entry no.	1	2	3	4	5	6
NR2E3 ag-1	-59	-37	0	17	28	8
NR2E3 ag-2	nt	-3	-1	2	4	1
Shn3 inh set2	-11	-22	7	1	7	-13
HIF-2a block	-98	-158	11	4	13	-28
TRAIL sens C8	-13	18	10	-1	-6	-4
TROY signal inh	-32	-17	-17	-2	-22	4
TRPM1 prom inh	-13	-41	-11	-2	1	-10
TWEAK Fn14 block	-5	-2	3	13	7	9
CF NFkB block	-5	-15	12	-2	-14	4
KKLEB cytotox	-8	19	-10	28	0	3
Peg3 promoter	-49	-121	3	-10	-4	-10

The listing, previewed entries included:
[1] O=C(Nc1ccccc1Cl)NN1CCCCCC1
[2] COc1ccc(-c2coc3cc(OC(=O)N4CCOCC4)ccc3c2=O)cc1
[3] COc1ccc(N2C(=O)CSC2c2ccc(F)cc2)cc1 (stereo unspecified)
[4] COc1cccc(OC)c1C(=O)Nc1ccc(N2CCN(C(=O)c3cccs3)CC2)cc1
[5] COc1cc(CC(=O)NCCCc2ccccc2)cc(OC)c1OC
[6] COCCNC(=O)COc1ccc(C)cc1C
[7] Clc1ccccc1-c1ncc(-c2ccccc2)o1
[8] Cc1cc(Cl)ccc1OC(C)C(=O)OCC(=O)c1ccc[nH]1 (stereo unspecified)
[9] C/C=C/c1ccc(OCCCCNCc2ccco2)c(OC)c1
[10] Cc1[nH]c2c(C(=O)N3CCCC(CCC(=O)NCc4ccccc4F)C3)cccc2c1C (stereo unspecified)
entry no.	1	2	3	4	5	6	7	8	9	10
NR2E3 ag-1	-59	-37	0	17	28	8	-86	10	11	-36
NR2E3 ag-2	nt	-3	-1	2	4	1	1	nt	0	0
Shn3 inh set2	-11	-22	7	1	7	-13	-50	0	-4	1
HIF-2a block	-98	-158	11	4	13	-28	-279	-12	17	-46
TRAIL sens C8	-13	18	10	-1	-6	-4	29	-15	-12	-1
TROY signal inh	-32	-17	-17	-2	-22	4	-76	-17	0	6
TRPM1 prom inh	-13	-41	-11	-2	1	-10	-24	1	-6	-16
TWEAK Fn14 block	-5	-2	3	13	7	9	-25	-22	-4	10
CF NFkB block	-5	-15	12	-2	-14	4	-10	2	-5	1
KKLEB cytotox	-8	19	-10	28	0	3	-8	10	1	-2
Peg3 promoter	-49	-121	3	-10	-4	-10	-280	-8	4	10

[11] Nc1nonc1/C(=N/O)N1CCCC1
[12] O=C(CCN1C(=O)C2C3C=CC(C3)C2C1=O)NCC1CCCO1 (stereo unspecified)
[13] COc1ccc(CCNC(=O)/C=C/c2ccc(C)cc2)cc1OC
[14] Cc1cnc(CNC(=O)c2ccc3oc(C(C)C)nc3c2)[nH]1
[15] COc1ccc(OCCCSc2ncccn2)cc1
[16] C=CCN1C2CCCC1CC(NC(=S)Nc1ccc(Cl)cc1)C2 (stereo unspecified)
[17] CCC(=O)Oc1ccc2c(C)c(Cl)c(=O)oc2c1
[18] COc1cccc(N2CC(NC(=O)C(=O)c3c[nH]c4ccccc34)CC2=O)c1 (stereo unspecified)
[19] Cc1ncoc1C(=O)NC1CC(C)(C)Cc2c1cnn2-c1ccc(F)cc1 (stereo unspecified)
[20] Cc1ccc(-c2nc(N)sc2C)cc1
entry no.	11	12	13	14	15	16	17	18	19	20
NR2E3 ag-1	4	-8	-46	-1	-104	-6	-13	-17	13	-38
NR2E3 ag-2	-1	2	-5	0	1	3	3	4	1	-1
Shn3 inh set2	-16	2	4	-39	-79	-6	-73	3	13	-10
HIF-2a block	1	9	2	-29	-242	13	19	26	8	-93
TRAIL sens C8	-17	-5	2	-15	-9	-5	-26	-6	0	9
TROY signal inh	-3	-12	7	2	nt	5	-5	0	1	88*
TRPM1 prom inh	2	8	2	7	-103	-13	-1	20	-1	-11
TWEAK Fn14 block	0	7	-8	0	-4	-7	3	2	12	-5
CF NFkB block	12	12	-3	24	-1	13	-8	5	-16	-11
KKLEB cytotox	-11	0	12	-9	-3	1	12	-10	-5	10
Peg3 promoter	9	-2	-5	6	-327	45	-15	12	6	-65

[21] COc1cccc(C(=O)NC(=S)N2c3ccccc3CC2C)c1OC (stereo unspecified)
[22] O=c1c2ccccc2oc2cc(-c3ccc4cc[nH]c4c3)ccc12
[23] O=C(COC(=O)c1cccc(S(=O)(=O)NCc2ccccc2)c1)NCC1CCCO1 (stereo unspecified)
[24] CCc1cccc2c1NC1(CCCC1)CC2C (stereo unspecified)
[25] Cc1cc2cc3c(cc2nc1SCC(=O)N1CCOCC1)OCO3
[26] O=C(CSc1ccccc1)NNC(=O)c1ccccc1O
[27] CCCCn1c(=O)nc2n(-c3ccccc3C)c3ccccc3cc-2c1=O
[28] N=c1ccn2c(n1)OC1C(O)C(CO)OC12 (stereo unspecified)
[29] COc1ccc(N2C(=O)C3CCCN3C2c2ccccc2)cc1Cl (stereo unspecified)
[30] COc1cccc(C(=O)Nc2cccc(-c3nnc(-c4ccccc4)o3)c2)c1
entry no.	21	22	23	24	25	26	27	28	29	30
NR2E3 ag-1	-6	-79	-20	-10	-57	2	-22	-19	-22	-66
NR2E3 ag-2	0	nt	0	5	4	0	3	0	0	0
Shn3 inh set2	26	-110	7	-1	-22	-8	-19	74	-26	9
HIF-2a block	-6	-268	10	7	-24	-2	19	14	17	-72
TRAIL sens C8	-5	2	-7	-10	-4	9	9	4	8	-9
TROY signal inh	42	-29	-5	-10	-9	-2	13	-3	-21	32
TRPM1 prom inh	10	-122	0	1	-12	4	6	1	0	-29
TWEAK Fn14 block	2	7	8	20	17	-7	5	-27	-8	21
CF NFkB block	5	-3	5	-3	-6	13	-10	-9	-3	-18
KKLEB cytotox	-14	-29	4	-4	11	-4	7	6	-3	-5
Peg3 promoter	16	-146	14	-4	-12	19	13	37	0	-10

[31] COc1ccc2ccccc2c1CNC(=O)CC1C(=O)NCCN1CC(C)C (stereo unspecified)
[32] COc1ccc([C@H]2C[C@@H](O)[C@H](n3cc(COC(=O)c4ccccc4)nn3)CN2CC2CCCCC2)cc1
[33] Cc1cc(C)c(S(=O)(=O)Nn2cnnc2)c(C)c1
[34] Fc1ccccc1-n1[nH]nnc1=S
[35] CCc1ccc(NC(=O)CNC(=O)Cn2ccc3ccccc3c2=O)cc1
[36] O=C(Nc1ccccc1C(F)(F)F)c1ccc(F)c(S(=O)(=O)N2CCOCC2)c1
[37] CCOC(=O)CNC(=O)C1CCCN(c2ncccn2)C1 (stereo unspecified)
[38] CCOC(=O)N1CCC(NC(=O)c2ccc3c(c2)N(Cc2ccc(C)cc2)CCS3)CC1
[39] CC(Sc1ccc([N+](=O)[O-])cn1)C(=O)Nc1nccs1 (stereo unspecified)
[40] N#Cc1nc(-c2ccc(Cl)cc2)oc1N1CCCCC1
entry no.	31	32	33	34	35	36	37	38	39	40
NR2E3 ag-1	13	2	-24	10	-16	24	-9	-4	-1	-44
NR2E3 ag-2	-4	nt	-2	3	0	6	0	2	0	2
Shn3 inh set2	-2	-17	7	-9	2	-25	-9	19	-107	4
HIF-2a block	9	-15	19	-5	0	1	-16	4	1	-155
TRAIL sens C8	-1	6	2	12	-5	-6	1	7	6	-6
TROY signal inh	-9	4	-1	-3	-6	0	7	4	-7	-41
TRPM1 prom inh	2	nt	7	1	1	4	0	6	-9	-26
TWEAK Fn14 block	16	12	-8	-8	8	-4	2	8	2	-43
CF NFkB block	22	-27	5	5	-7	2	-7	-5	-8	-16
KKLEB cytotox	-6	8	2	-2	0	-1	2	12	9	-1
Peg3 promoter	17	52*	21	13	6	6	-15	0	14	-46

[41] CC1=C(C)C(=O)C(N2CCOCC2)=CC1=O
[42] CCCCN(C)C1CCN(C(=S)Nc2cccc(SC)c2)CC1
[43] CN(C)CCNC(=O)C(=O)NCC1OCCN1S(=O)(=O)c1cc(F)ccc1F (stereo unspecified)
[44] CCc1ccc(CNC(=O)C2CCN(c3nnc(C)c4c(C)n(-c5ccc(C)cc5)nc34)CC2)cc1
entry no.	41	42	43	44
NR2E3 ag-1	-15	-1	11	-14
NR2E3 ag-2	nt	2	2	-1
Shn3 inh set2	21	6	6	40
HIF-2a block	0	10	5	54*
TRAIL sens C8	9	11	5	85*
TROY signal inh	-18	-2	15	-2
TRPM1 prom inh	23	-3	-4	96*
TWEAK Fn14 block	-2	-3	15	-33
CF NFkB block	21	5	22	-8
KKLEB cytotox	-6	-24	-14	-28
Peg3 promoter	-119	9	-1	99*

In another format: two of the compounds above.
entry | mol | NR2E3 ag-1 | NR2E3 ag-2 | Shn3 inh set2 | HIF-2a block | TRAIL sens C8 | TROY signal inh | TRPM1 prom inh | TWEAK Fn14 block | CF NFkB block | KKLEB cytotox | Peg3 promoter
33 | Cc1cc(C)c(S(=O)(=O)Nn2cnnc2)c(C)c1 | -24 | -2 | 7 | 19 | 2 | -1 | 7 | -8 | 5 | 2 | 21
23 | O=C(COC(=O)c1cccc(S(=O)(=O)NCc2ccccc2)c1)NCC1CCCO1 (stereo unspecified) | -20 | 0 | 7 | 10 | -7 | -5 | 0 | 8 | 5 | 4 | 14
